Compound activity (PubChem)
miR122 inh – miR-122 inhibition in Huh7 cells | Huh7 miR-122 Renilla luciferase sensor, 48 h; neutral wells = 0, positive control = 100 | activation (reporter increase), % at 12.5 µM | actives 0.3% (n = 340,000) | AID 602342;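 active = mean replicate activation score at least 90 and every replicate individually at or above 90; inconclusive = only one of the two criteria met; inactive = neither criterion met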;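 note: higher luciferase means less miR-122 activity so hits act as miR-122 inhibitors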
ERAP1 HTS inh – ERAP1 (human) enzyme inhibition. Q9NZ08. recombinant ERAP1, Leu-AMC fluorescence, 60 min. inhibition, % at 10.7 µM. actives 0.15% (n = 340,000). AID 652197;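 active = mean replicate inhibition of at least 30%, or all replicates individually reaching that 30% level; inactive = mean below 30% and not every replicate reaching it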;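 note: 0% = neutral control wells and 100% = L-leucinethiol positive control wells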
DENV2 CPE – inhibitors of DENV2 cytopathic effect; DENV2-infected cells, cytopathic effect rescue, plate reader; CPE inhibition, % at 9.99 µM; actives 1.7% (n = 350,000); AID 651640; in the data active = CPE inhibition above about 20%, passing the limit was not always enough; inconclusive = no clear call, values can overlap the other calls; tested in BHK-21 cells;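 note: 0% = median of neutral control wells and 100% = median of positive control wells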
CFTR F508del cor – CFTR F508del correction in bronchial cells. CFBE cells, YFP halide quenching; stimulated with forskolin plus potentiator P3; % fluorescence drop versus neutral controls. activity (quench increase), % at 7.58 µM. actives 0.36% (n = 350,000);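 active = mean added fluorescence quench of at least 8% versus neutral control, with both replicates also reaching 8%; inconclusive = only one of the mean or replicate conditions met; inactive = mean below 8% and not both replicates reaching 8%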;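 note: cells transiently co-express mutant CFTR-F508del with the halide-sensitive YFP; corrector assay measuring rescue of mutant channel to the surface after 24 h compound exposure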
SIRT5 inh – inhibitors of human sirtuin-5 desuccinylase | Q9NXA8 | actives 1.1% (n = 330,000) | Purified SirT5, succinyl-peptide AMC, trypsin-coupled fluorescence | inhibition, % at 15 µM; in the data active = inhibition above about 15%; inconclusive = no clear call, values can overlap the other calls
Target sequence (Q9NXA8 whole entry, looked up): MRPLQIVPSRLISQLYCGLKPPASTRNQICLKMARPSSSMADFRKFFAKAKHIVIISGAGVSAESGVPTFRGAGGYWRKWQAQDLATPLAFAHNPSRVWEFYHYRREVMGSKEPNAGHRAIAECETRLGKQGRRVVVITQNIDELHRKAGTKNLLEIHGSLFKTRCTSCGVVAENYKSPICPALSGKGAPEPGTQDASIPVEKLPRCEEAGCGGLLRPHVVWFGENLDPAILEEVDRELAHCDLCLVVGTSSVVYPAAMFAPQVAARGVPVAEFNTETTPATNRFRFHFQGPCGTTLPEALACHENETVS
ERp5 inh – ERp5 (human) disulfide isomerase inhibition. Q15084. ERp5 insulin aggregation, absorbance 650 nm, 90 min. inhibition, % at 9.99 µM. actives 0.05% (n = 350,000);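 active = mean replicate inhibition above about 25%, with every replicate also reaching it, limit read from the data, passing the limit was not always enough; inconclusive = only one of those two criteria met; inactive = neither criterion met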
Target sequence (Q15084 whole entry, looked up): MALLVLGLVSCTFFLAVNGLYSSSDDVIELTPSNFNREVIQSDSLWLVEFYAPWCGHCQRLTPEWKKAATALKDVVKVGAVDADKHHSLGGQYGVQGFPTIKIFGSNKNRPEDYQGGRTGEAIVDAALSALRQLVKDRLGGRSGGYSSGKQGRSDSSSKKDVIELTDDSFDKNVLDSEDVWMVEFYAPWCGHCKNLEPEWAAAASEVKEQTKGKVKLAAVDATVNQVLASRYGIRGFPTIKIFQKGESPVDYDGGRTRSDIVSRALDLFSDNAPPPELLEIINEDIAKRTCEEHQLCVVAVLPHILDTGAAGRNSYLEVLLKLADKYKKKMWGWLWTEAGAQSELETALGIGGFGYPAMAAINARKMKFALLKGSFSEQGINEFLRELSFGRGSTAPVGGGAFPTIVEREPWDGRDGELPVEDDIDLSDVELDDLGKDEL
CASP6 VEID inh – inhibitors of human caspase-6. purified caspase-6, Z-VEID-R110 cleavage fluorescence. inhibition, % at 12.5 µM. actives 0.53% (n = 350,000). AID 686996;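 active = mean inhibition across replicates at least about 35%, with every replicate also reaching that limit, limit read from the data; inconclusive = only one of the two criteria met; inactive = neither criterion met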;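 note: 0% = median of neutral control wells and 100% = no fluorescence left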
Target sequence (P55212 24-179 limits assumed): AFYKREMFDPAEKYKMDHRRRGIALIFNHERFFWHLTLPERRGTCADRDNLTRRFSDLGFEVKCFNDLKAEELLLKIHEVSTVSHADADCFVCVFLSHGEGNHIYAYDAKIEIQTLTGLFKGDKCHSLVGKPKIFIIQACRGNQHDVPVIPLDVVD
Target sequence (P55212 194-293 limits assumed): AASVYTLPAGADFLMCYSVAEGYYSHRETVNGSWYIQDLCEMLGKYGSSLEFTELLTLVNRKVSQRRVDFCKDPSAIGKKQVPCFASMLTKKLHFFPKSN
Starred values were filed as active, the others as inactive; ? = inconclusive; . = no result given; [ ] = remark or other dose.

Start of the data: the first 9 records as a preview:
SMILES	miR122 inh	ERAP1 HTS inh	DENV2 CPE	CFTR F508del cor	SIRT5 inh	ERp5 inh	CASP6 VEID inh
O[C@@H]1CN(CC2CCCCC2)[C@@H](c2ccccc2)C[C@H]1n1cc(C2CC2)nn1	-4	0	1	0.3	-2	-2	1
CCOC(=O)C1=C(C)C/C(=N\NC(=O)c2ccccc2O)CC1	.	.	2	-6.0	2	0	26
C[C@H](CO)N1C[C@H](C)[C@H](CN(C)C(=O)Nc2ccccc2)Oc2ncc(C3=CCCCC3)cc2C1=O	-4[16.7 µM]	-3	16	-0.4	1	-5	2
N#C[C@H]1[C@@H](c2ccccc2-c2ccccc2F)[C@@H](CO)N1C(=O)c1cccc(F)c1	.	4	-10	3.9	5	5	4
CC(C)[C@H](NC(N)=O)C(=O)Nc1ccc(F)c(Cl)c1	.	-4	2	0.6	0	7	.
O=Cc1c[nH]c2ccc(S(=O)(=O)N3CCCCC3)cc12	-1	-4	0	-2.4	.	-5	-7
COc1ccccc1CNS(=O)(=O)c1ccc2c(c1)N(C(C)=O)CC(C)S2 (stereo not given)	5	-1	?	0.0	-1	-2	2
CCC(=O)N1[C@@H]2c3ccc(C4=CCCC4)c(=O)n3C[C@@H]2[C@@H](CO)[C@@H]1C(=O)NC1CCC1	3[16.7 µM]	2	2	0.5	-7	-3	0
CC(=O)c1cccc(NC(=S)N2CCN(S(=O)(=O)c3ccc(F)cc3)CC2)c1	2	1	?	-0.5	-4	8	3

The listing, repeating the preview:
SMILES	miR122 inh	ERAP1 HTS inh	DENV2 CPE	CFTR F508del cor	SIRT5 inh	ERp5 inh	CASP6 VEID inh
O[C@@H]1CN(CC2CCCCC2)[C@@H](c2ccccc2)C[C@H]1n1cc(C2CC2)nn1	-4	0	1	0.3	-2	-2	1
CCOC(=O)C1=C(C)C/C(=N\NC(=O)c2ccccc2O)CC1	.	.	2	-6.0	2	0	26
C[C@H](CO)N1C[C@H](C)[C@H](CN(C)C(=O)Nc2ccccc2)Oc2ncc(C3=CCCCC3)cc2C1=O	-4[16.7 µM]	-3	16	-0.4	1	-5	2
N#C[C@H]1[C@@H](c2ccccc2-c2ccccc2F)[C@@H](CO)N1C(=O)c1cccc(F)c1	.	4	-10	3.9	5	5	4
CC(C)[C@H](NC(N)=O)C(=O)Nc1ccc(F)c(Cl)c1	.	-4	2	0.6	0	7	.
O=Cc1c[nH]c2ccc(S(=O)(=O)N3CCCCC3)cc12	-1	-4	0	-2.4	.	-5	-7
COc1ccccc1CNS(=O)(=O)c1ccc2c(c1)N(C(C)=O)CC(C)S2 (stereo not given)	5	-1	?	0.0	-1	-2	2
CCC(=O)N1[C@@H]2c3ccc(C4=CCCC4)c(=O)n3C[C@@H]2[C@@H](CO)[C@@H]1C(=O)NC1CCC1	3[16.7 µM]	2	2	0.5	-7	-3	0
CC(=O)c1cccc(NC(=S)N2CCN(S(=O)(=O)c3ccc(F)cc3)CC2)c1	2	1	?	-0.5	-4	8	3
COc1ccc(N(C(=O)CS(=O)CC(=O)Nc2ccc(F)cc2)C(C(=O)NC2CCCCC2)c2cccs2)cc1 (stereo not given)	.	2	2	.	2	5	-1
COc1ccc(S(=O)(=O)NCc2cn3c(C)csc3n2)cc1F	-4	2	0	-0.9	-2	2	-3
CCOc1ccc(C(=O)Nc2ccc3c(c2)OCCO3)cc1[N+](=O)[O-]	-1	-3	-1	-3.9	3	-1	1
O=C(NCCN1CCOCC1)[C@@]1(Cc2ccccc2)COC(c2ccc(OCCCO)cc2)=N1	.	1	18	-1.4	-4	4	3
C[C@@H](NC(=O)C[C@@H]1CC[C@H]2[C@@H](COC[C@@H](O)CN2C(=O)Nc2cccc(F)c2)O1)c1ccccc1	-8[16.7 µM]	1	5	0.0	-1	4	-3
Cc1ccc(-n2nc3c(c2NC(=O)c2ccc4c(c2)OCO4)CS(=O)(=O)C3)c(C)c1	-10	-1	-3	-0.1	-2	5	2
Cc1noc(C)c1NC(=O)N(C)C[C@H]1Oc2c(NC(=O)c3ccc(-c4nccs4)cc3)cccc2C(=O)N([C@@H](C)CO)C[C@@H]1C	0[16.7 µM]	0	9	0.3	11	3	0
COc1ccc(Cl)cc1NS(=O)(=O)c1cc(Cl)ccc1OC	255*	6	.	.	-5	4	2
Cc1noc(C)c1S(=O)(=O)N(C)C[C@@H]1Oc2c(NC(=O)c3ccc(-c4nccs4)cc3)cccc2C(=O)N([C@@H](C)CO)C[C@H]1C	16[16.7 µM]	-6	?	-1.3	2	-5	3
NC1=NC(=O)/C(=C/c2ccc(-c3ccc(S(N)(=O)=O)cc3)o2)S1	-5	0	-17	1.1	.	2	2
CC(C)(C)c1cc(C(=O)NCc2cc(F)cc3c2OCOC3)n(Cc2ccccc2)n1	2	6	-4	.	1	2	2
CCC1(CC)NC(=O)N(CC(=O)N2CCN(c3ccccc3F)CC2)C1=O	-5	-3	0	-0.2	-5	9	-1
Cc1cccc(Cc2c(C)nc3nc(SCC(=O)O)nn3c2C)c1	.	0	-2	5.3	2	-2	0
Cc1nnsc1C(=O)N1CCCC(C(=O)c2ccc(C(F)(F)F)cc2)C1 (stereo not given)	.	0	-6	-2.2	-4	2	-5
C[C@H]1CN([C@@H](C)CO)C(=O)Cc2cc(NC(=O)Cn3cnnn3)ccc2O[C@H]1CN(C)C(=O)Nc1ccc2c(c1)OCO2	-1[16.7 µM]	0	8	4.3	-2	-9	0
Cc1oc2cc3oc(=O)c(CCC(=O)NCc4ccccn4)c(C)c3cc2c1C	-3	-1	-13	1.2	-27	1	-1
Cc1ccc(C)c(S(=O)(=O)N2CCCC2CNC(=O)C(=O)NCCc2ccco2)c1 (stereo not given)	-3	2	-1	-2.2	2	-3	0
O=P(O)(O)c1ccccc1OCCOCCOCCOCCOc1ccccc1P(=O)(O)O	-5	1	3	-1.6	3	21	4
CC(=O)N1[C@H](CO)[C@@H](c2ccccc2)[C@@H]1CN(C(=O)c1cccc(F)c1)C(C)C	0[16.7 µM]	3	-7	2.2	1	-1	-1
COc1ccc2c3c(n(C)c2c1)[C@@H](CO)N(C(C)=O)CC31CN(Cc2nccs2)C1	.	-2	-7	1.4	0	-3	9
NC(=O)c1c(NC(=O)c2ccc([N+](=O)[O-])o2)sc2c1CCCC2	1	4	-3	-2.5	0	1	0
CCn1c(O)c(N=NC(=O)c2cccnc2)c2cc(Br)ccc21	.	0	-12	-1.5	-1	-9	-2
Cc1cc(F)ccc1S(=O)(=O)Nc1ncnc2sc3c(c12)CCC3	.	-1	-6	0.0	-5	2	.
CN1C(=O)c2cc(NS(C)(=O)=O)ccc2OC[C@H]2O[C@H](CC(=O)N3CCOCC3)CC[C@H]21	.	3	?	.	0	3	-3
CC1CCCCC1NC(=O)CSc1nc2ccccc2[nH]1 (stereo not given)	0	-13	0	0.3	-6	1	-1
COC(=O)c1c(NC(=O)c2ccccc2C(=O)O)sc2c1CCC2	0	-25	9	3.6	4	0	2
CC(=O)Nc1cccc(NC(=O)CSc2nc3ccccc3o2)c1	.	-5	-1	.	.	-7	2
N=C1C2=C3Sc4ccccc4N3CCCC2=NN1c1cccc(S(=O)(=O)O)c1	4	-3	3	-2.2	0	-2	-2
Cc1ccc(S(=O)(=O)N2CCC(C(=O)OCC(=O)N(CC(C)C)C3CCS(=O)(=O)C3)CC2)cc1C (stereo not given)	1	3	-5	0.1	-2	1	0
CCN1CCN(C(=O)/C=C/c2ccc(C(C)C)cc2)CC1	0	2	19	1.4	2	2	-1
COc1ccc(S(=O)(=O)N2CCC(C(N)=O)(N3CCCCC3)CC2)cc1	-7	5	10	-2.3	2	4	1
COc1ccc(C(CCN)Cc2ccccc2)cc1 (stereo not given)	.	6	6	1.9	0	3	2
COc1ccc(C#Cc2cnc3c(c2)C(=O)N([C@@H](C)CO)C[C@H](C)[C@H](CN(C)C)O3)cc1	-10[16.7 µM]	0	-2	-0.6	-1	1	-2
N#C[C@@H]1[C@H](c2ccccc2-c2cccc(F)c2)[C@@H](CO)N1C(=O)CN1CCOCC1	.	-2	-6	-0.8	3	-3	-1
CN(C)C(=O)[C@@H]1[C@@H](CO)[C@@H]2Cn3c(ccc(-c4ccccc4)c3=O)[C@H]1N2C(=O)C1CCC1	.	1	1	.	-32	1	-1
COCCN(C)Cc1nc(C(c2ccccc2)c2ccccc2)no1	1	0	-3	-1.8	0	-3	-3
Cc1ccc2nc(Cn3cc(C(F)(F)F)ccc3=O)cc(=O)n2c1	-8	-2	13	0.1	-4	6	2
CC(C)C(C(=O)NC1CCCC1)N1CCC(O)(c2ccc(Cl)cc2)CC1 (stereo not given)	.	.	-4	-0.4	-7	5	-4
COc1ccc(/C=C/C(=O)OCC(=O)NCCC2=CCCCC2)cc1S(=O)(=O)N1CCOCC1	-10	.	6	-2.6	0	-2	-2
COc1ccc(OCC(=O)NNC(=O)C2CCN(c3ncnc4sc(C)c(C)c34)CC2)cc1	-7	5	-10	3.2	-7	-1	3
COc1ccc(C(=O)NC(=S)N2CCOCC2)cc1Br	0	-1	6	0.5	1	4	-1
Cc1ccc(S(=O)(=O)N(C)C[C@@H]2OCCCC[C@H](C)Oc3ccc(NS(=O)(=O)c4c(C)noc4C)cc3C(=O)N([C@H](C)CO)C[C@@H]2C)cc1	-12[16.7 µM]	-2	89*	-3.5	14	4	-1
Cc1ccc(C(=O)Nc2ccc(C(=O)NCC3CCCO3)cc2)cc1 (stereo not given)	-1	-2	-2	0.0	-1	1	-2
CN(Cc1ccccc1)C(=O)c1ccc(NC(=O)Cc2ccc(NC(=O)C3CCN(S(=O)(=O)c4cccc([N+](=O)[O-])c4)CC3)cc2)cc1	.	.	11	3.4	5	0	-3
CC(C)c1nc(SCC(=O)NC2CCCCC2)c2ccccc2n1	-4	-2	-1	-5.0	-4	-1	2
CCc1ccccc1NC(=O)CN(C1CCCCC1)S(C)(=O)=O	-4	3	1	2.2	-1	3	0
O=C(COC(=O)Cc1ccc(F)cc1)NCCc1ccccc1	.	2	-4	-1.0	-1	1	1
O=C(NNC(=S)NCc1ccccc1)c1ccc2c(c1)OCO2	3	-1	4	.	-3	-7	-3
COc1cc2cc(CCCOC(=O)c3cc(OC)c(OC)c(OC)c3)oc(=O)c2cc1OC	-7	.	-6	2.9	.	2	-3
c1ccc2nc(-c3ccc(-n4ccnc4)cc3)ccc2c1	7	-1	-5	-2.1	-2	6	3
C[C@@H]1CN([C@H](C)CO)C(=O)c2cc(NC(=O)c3ccncc3)ccc2O[C@@H](C)CCCCO[C@H]1CN(C)S(=O)(=O)c1cn(C)cn1	17[16.7 µM]	2	14	0.9	1	7	-1
(listing goes on)
SMILES	miR122 inh	ERAP1 HTS inh	DENV2 CPE	CFTR F508del cor	SIRT5 inh	ERp5 inh	CASP6 VEID inh
Cn1c(N)c(C(=O)c2cc(-c3ccncc3)nc3ccccc23)c(=O)n(C)c1=O	-2	6	-3	-3.2	-6	-1	-4
COc1cccc(-c2cnc3c(c2)C(=O)N([C@@H](C)CO)C[C@H](C)[C@@H](CN(C)C(=O)Nc2ccccc2F)O3)c1	2[16.7 µM]	4	-4	0.6	3	6	1
CCOc1ccc(CCN2C(=O)C(=O)N([C@@H](CC(C)C)CN3CCC[C@H]3CN3C(=O)C(=O)NC[C@@H]3Cc3ccc(O)cc3)C[C@@H]2Cc2ccccc2)cc1	.	-1	-11	-3.9	.	-2	1
CC(C)(Cc1ccc(O)cc1)NC(=O)CC(=O)N=Nc1c(O)[nH]c2cc(Br)ccc12	-13	-1	2	-2.1	-1	-1	3
CO/N=C/c1c(-c2ccccc2)nn(C)c1Cl	-1	-1	2	0.9	-2	5	1
C=C(C)COc1ccc(-c2nc(N)ncc2-c2ccc(Cl)cc2)c(O)c1	-5	-8	8	1.0	-4	-2	-2
